D2 antagonist: antagonizes the human D2 dopamine receptor; P14416; HEK293 TREx D2 cells, calcium flux, dopamine EC80; AID 485344; inhibition, % at 10 µM; 340,000 compounds, 2% hits; in the data active = inhibition above about 30%; note: 0% is about no effect
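Tetracycline-induced HEK293 T-REx cells expressing D2 force-coupled to calcium signalling were dye-loaded, exposed to compound for 180 s, then challenged with an EC80 of dopamine; calcium flux was followed kinetically for a further 180 s.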
TrxR1 substrate: rat thioredoxin reductase 1 substrate activity; 390,000 compounds, 0.01% hits; purified TrxR1 substrate turnover, NADPH consumption readout; Potency, µM (top dose mostly 114 µM), for the others: at the top dose activity change, negative = substrate turnover; AID 588456; note: potency is the fitted concentration of half-maximal effect; % is set by controls: 0 for no effect and ±100 for the full control effect; nearly all actives have a fitted effect of over 50% in size
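Rat TrxR1, dispensed at 90 nM, was prereduced with 400 uM NADPH (final) for 5 min at ~22 deg C, then incubated with compound 15 min before 400 uM selenite. A first-read NADPH fluorescence drop versus no-compound background flagged substrates.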
TrxR1 inh: blocks rat thioredoxin reductase 1; O89049; 390,000 compounds, 1% hits; Potency, µM (series often up to 114 µM), inactives show at the top dose activity change, negative = inhibition, most hits filed as inhibitors; AID 588453; recombinant rTrxR1, NADPH fluorescence consumption, selenite substrate; note: potency is the fitted concentration of half-maximal effect; % is set by controls: 0 for no effect and ±100 for the full control effect; nearly all actives have a fitted effect of over 65% in size
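Rat TrxR1 (90 nM in the dispensed reagent) was pre-reduced with 400 uM NADPH for 5 min at room temperature, then incubated with compound for 15 min. After 400 uM selenite was added, NADPH fluorescence (Ex 340/Em 450 nm) was followed for 8 min.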
TRHR ag: activates the human TRH receptor | TRHR cells, calcium flux fluo-8, FDSS agonist mode | activation, % at 2 µM | 360,000 compounds, 0.18% hits | AID 493084; in the data active = activation above about 30%; note: 0% is about no effect
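Read-out: compound-evoked intracellular calcium rise in TRHR cells, fluo-8 dye, kinetic FDSS fluorescence at 1 s/cycle following a 10-cycle baseline. Cells cultured overnight before dye loading (30 min–1.5 h, RT).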
USP1-UAF1 inh: blocks the human USP1/UAF1 deubiquitinase complex. recombinant USP1/UAF1, Ub-Rhodamine cleavage fluorescence. 390,000 compounds, 0.23% hits. Potency, µM (doses to about 57.1 µM), for inactives: top-dose activity change, negative = inhibition, hits mostly inhibitors. AID 743255. O94782; note: potency is the fitted concentration of half-maximal effect; % is set by controls: 0 for no effect and ±100 for the full control effect; nearly all actives have a fitted effect of over 60% in size; inactives centre near -12
Target sequence (O94782 whole entry, looked up): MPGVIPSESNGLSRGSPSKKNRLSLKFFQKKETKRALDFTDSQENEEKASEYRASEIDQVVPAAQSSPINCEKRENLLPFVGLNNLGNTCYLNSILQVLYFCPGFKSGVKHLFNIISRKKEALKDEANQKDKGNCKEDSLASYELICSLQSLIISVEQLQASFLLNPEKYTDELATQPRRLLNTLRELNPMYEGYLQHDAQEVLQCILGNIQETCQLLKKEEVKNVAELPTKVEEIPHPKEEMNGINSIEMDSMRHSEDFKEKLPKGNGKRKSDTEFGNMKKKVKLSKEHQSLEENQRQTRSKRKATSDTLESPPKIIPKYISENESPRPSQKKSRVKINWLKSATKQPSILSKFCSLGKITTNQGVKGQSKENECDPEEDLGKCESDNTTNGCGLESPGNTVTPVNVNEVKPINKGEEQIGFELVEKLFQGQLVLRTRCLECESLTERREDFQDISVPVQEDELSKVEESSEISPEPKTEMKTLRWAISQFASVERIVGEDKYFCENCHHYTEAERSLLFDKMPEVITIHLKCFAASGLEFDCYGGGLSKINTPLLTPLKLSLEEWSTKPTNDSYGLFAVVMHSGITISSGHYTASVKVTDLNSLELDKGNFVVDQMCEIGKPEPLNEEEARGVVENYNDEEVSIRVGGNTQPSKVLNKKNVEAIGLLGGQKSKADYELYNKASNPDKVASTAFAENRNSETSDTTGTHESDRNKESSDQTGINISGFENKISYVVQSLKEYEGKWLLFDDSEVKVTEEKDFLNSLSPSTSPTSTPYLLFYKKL
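1 nM enzyme complex + cpd, 15 min RT; start with Ub-Rho 150nM final; kinetic fluorescence ex 480/em 540, 6 reads q60 s. Buffer 50mM HEPES pH 7.8, 0.5mM EDTA, 0.1 mg/ml BSA, 1mM TCEP, 0.01% Tween-20.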
Pin1 inhibitor: blocks the human prolyl isomerase Pin1; Q13526; 390,000 compounds, 0.009% hits; Pin1 FP peptide displacement, HiFluor488, 10 min; Potency, µM (titrated, usually from 115 µM), for the others: top-dose activity, negative = inhibition, most hits filed as inhibitors; active = well fitted inhibition curve with a large enough effect in the polarisation, with a control signal flat, not every such curve was filed as active; inconclusive = small, poorly fitted or top-dose-only effect, or effect the other way, or a change in a side signal; inactive = no such curve, though single readings can be large or run the other way; the % refers to the polarisation; note: potency is the fitted concentration of half-maximal effect; % is set by controls: 0 for no effect and ±100 for the full control effect
Target sequence (Q13526 whole entry, looked up): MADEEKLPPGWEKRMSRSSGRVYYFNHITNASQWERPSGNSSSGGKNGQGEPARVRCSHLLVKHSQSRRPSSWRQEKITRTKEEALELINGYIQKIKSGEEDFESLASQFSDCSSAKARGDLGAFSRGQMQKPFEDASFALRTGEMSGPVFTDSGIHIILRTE
mIDH1 inhibitor: human IDH1 R132H inhibition; O75874; 390,000 compounds, 0.093% hits; Potency, µM (top dose mostly 76.6 µM), for the others: at the highest dose activity change, negative = inhibition, hits mostly inhibitors; IDH1-R132H enzyme, NADPH consumption, diaphorase/resazurin fluorescence; note: potency is the fitted concentration of half-maximal effect; % is set by controls: 0 for no effect and ±100 for the full control effect; nearly all actives have a fitted effect of over 65% in size
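IDH1-R132H (0.5 ug/mL dispensed) in pH 7.5 Tris buffer was preincubated 30 min with compound, then given a substrate mix of 0.016 mM NADPH and 2 mM alpha-KG for 80 min at room temperature; remaining NADPH was read by diaphorase/resazurin fluorescence.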
D2 ag: agonists of human D2 dopamine receptor; activation, % at 2 µM; AID 485358; 340,000 compounds, 0.53% hits; HEK293 T-REx D2 cells, calcium flux agonist mode; P14416;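 active = activation over 3 SD above normal in the single-dose calcium agonist read, cut at about 30% in these data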; note: 0% is about no effect
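HEK293 Trex D2 cells, tetracycline-induced, o/n 30 C 5% CO2; no-wash Ca dye, RT 30–90 min; 10-cycle baseline, 23 nl cpd added, kinetic Ca read 180 s; agonist hits = positive Ca response.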
TRHR PAM: allosterically enhances the human TRH receptor; P34981; TRHR cells, fluo-8 calcium fluorescence, EC20 TRH enhancement; enhancement, % at 2 µM; 360,000 compounds, 0.66% hits; in the data active = enhancement above about 30%; note: 0% is about no effect
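Enhancer read-out: after compound pinning and an initial kinetic agonist-mode read, an EC20 of TRH (10 nM final) was injected and fluo-8 calcium signal (Ex 480/Em 530) followed at 1 s/cycle for 100 cycles in TRHR-expressing cells.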
An asterisk follows results filed as active; ? = inconclusive; . = not tested or not shown; [ ] = another dose, or the depositor's remark. Unless noted, calls come from the whole dose curve; as a rule, active = well fitted inhibition curve with a large enough effect; inconclusive = small, poorly fitted or top-dose-only effect; inactive = no such curve, though single readings can be large or run the other way. Some of the compounds tested; the hit share may differ from the screen's.

cpd | SMILES | D2 antagonist | TrxR1 substrate | TrxR1 inh | TRHR ag | USP1-UAF1 inh | Pin1 inhibitor | mIDH1 inhibitor | D2 ag | TRHR PAM
1 | Cc1ccc(NC(=O)c2nc[nH]c2C(=O)NCCCCCNC(=O)OC(C)(C)C)cc1 | -2.5 | -4.6%[57.1 µM] | 3.8%[57.1 µM] | -0.3 | ? | -0.8% | 8.6% | -0.2 | 17.8
2 | COc1ccc(OC(C)C(=O)Nc2ccccc2F)cc1 (configuration not stated) | -10.3 | 1.9%[57.1 µM] | 13.2%[57.1 µM] | -0.5 | ? | 0.5% | -1.8% | 0.4 | -2.9
3 | CC(C)CC(=O)NCC(c1ccc2c(c1)OCO2)N1CCN(c2ccccc2F)CC1 (configuration not stated) | . | 2.6%[57.1 µM] | 25.5%[57.1 µM] | -0.2 | 14.0% | -0.8% | -2.5% | . | -3.9
4 | Cn1c(=O)c2ncn(CC(=O)O)c2n(C)c1=O | 4.7 | 1.6%[57.1 µM] | 3.4%[2.29 µM] | 0.6 | -20.1% | 2.5% | -4.2% | 0.5 | 3.4
5 | COC(=O)c1ccc(/C=N/N2CCN(Cc3ccccc3)CC2)cc1 | 7.3 | 29.4% | 8.1%[57.1 µM] | -1.6 | -23.2% | -7.4% | 2.5% | -0.6 | -0.6
6 | N=c1ccn(Cc2ccc(Cl)c(Cl)c2)cc1 | . | 7.2%[57.1 µM] | 12.3%[57.1 µM] | -1.1 | -1.5% | 3.7% | 3.1% | . | 5.5
7 | CCCCCn1c(C)c2c(OCC)cccc(=O)c2c1C | -3.6 | -3.8% | -16.0% | -0.3 | ? | 19.7% | -7.7% | 0.6 | -2.1
8 | CCN1CCN(CC(=O)N2N=C(c3cccs3)CC2c2ccc(F)cc2)C(=O)C1=O (configuration not stated) | -1.4 | -4.6% | -12.0% | 0.5 | -17.4% | -6.4% | 6.1% | 0.4 | -6.7
9 | CCOC(=O)Cn1c(=O)oc2cc(S(=O)(=O)N3CCN(c4cccc(C)c4)C(C)C3)ccc21 (configuration not stated) | . | -1.8% | 3.0% | 0.3 | -12.6% | 19.4% | -20.2% | -0.9 | 1.7
10 | COc1ccc(/C=C2/C(=O)N(Cc3ccccc3)N=C2C)cc1 | -9.4 | -7.0% | -20.4% | 1.3 | -22.4% | 4.1% | 7.0% | 16.5 | -4.8
11 | O=C(O)c1ccc(Cn2cnc3sc4c(c3c2=O)CCCC4)cc1 | 9.6 | 1.6% | 13.9% | 0.2 | -22.7% | 4.7% | 7.8% | -0.1 | 1.6
12 | CCc1cccc2c(C(=O)C(F)(F)F)cn(CC(=O)N3CCOCC3)c12 | 2.4 | 1.1% | 12.0% | 0.5 | -10.7% | 6.3% | 6.4% | 0.3 | -2.7
13 | CO/N=C/C(C#N)=C/c1cc(C(=O)c2ccccc2)cn1C | 7.4 | -15.0% | 16.2%[57.1 µM] | 0.4 | -16.4% | -3.6% | 2.6% | -1.6 | -4.0
14 | Cc1ccc(OCCNC(=O)c2ccccc2OCc2c(C)noc2C)cc1 | -59.1 | -1.0% | 14.8% | -0.5 | -15.9% | 1.2% | -9.8% | 0.1 | 3.2
15 | CC(C)C(=O)NC(NC(=S)Nc1cccc2cccnc12)C(Cl)(Cl)Cl (configuration not stated) | -8.3 | 4.5% | 8.8% | 1.2 | -16.0% | -0.7% | 1.3% | -2.1 | 12.0
16 | COc1ccccc1NC(=O)Cn1c(=O)n(Cc2cccs2)c(=O)c2cccnc21 | . | 2.0% | 14.4% | 0.5 | -7.7% | 17.2% | 0.0% | 0.2 | -0.5
17 | COc1cc(CNCc2cccs2)ccc1OCc1ccccc1 | 1.4 | 9.5% | 31.1% | 0.9 | -6.4% | -1.7% | 1.4% | 0.3 | 0.0
18 | COc1cc([N+](=O)[O-])ccc1NC(=O)CCCOc1cccc(C)c1 | 3.9 | 19.6% | 0.3% | 0.6 | -11.3% | -2.4% | 2.4% | 0.1 | -3.7
19 | O=C(Nc1ccc2nc(-c3ccccc3)[nH]c2c1)c1ccco1 | . | 8.7%[57.1 µM] | -71.0% | 0.1 | -12.8% | 4.7% | 8.1% | . | -4.1
20 | O=C(/C=C/N1CCOCC1)c1cc2ccccc2o1 | . | -23.2% | -51.4% | 0.5 | -3.7% | 47.2%[activator] | 1.0% | . | -3.8
21 | Cc1cc(C)c(O)c(N)c1 | -9.7 | . | . | 1.3 | . | . | . | 0.0 | 21.0
22 | COCCNS(=O)(=O)c1cccc2cccnc12 | -5.9 | -2.9% | 6.3% | 0.1 | -18.9% | -0.5% | -4.7% | 0.4 | 14.5
23 | COC(=O)c1ccc(Cl)c(NC(=O)CSc2nnc(-c3ccncc3)o2)c1 | -3.9 | -8.4% | -3.1% | -0.3 | -12.6% | -1.8% | 8.5% | 0.2 | -1.8
24 | COc1ccc(CSc2nc(CSC)cc(N3CCOCC3)n2)cc1 | 6.5 | -5.8% | 10.6% | 0.9 | -17.8% | -0.8% | 0.7% | 3.3 | -1.8
25 | COc1ccc(CC(=O)Nc2c3c(nn2-c2cccc(C)c2C)CS(=O)C3)cc1OC (configuration not stated) | 5.0 | 10.6%[57.1 µM] | 13.5% | 0.1 | -1.1% | 0.3% | -0.5% | 1.1 | 2.3
26 | COc1ccc(C(C(=O)NCC2CCCO2)N(C(=O)Cn2nnc3ccccc32)c2ccccc2C(C)=O)cc1OC (configuration not stated) | -0.5 | 10.5%[57.1 µM] | 24.3%[57.1 µM] | 0.1 | -18.8% | 0.8% | 4.6% | 1.1 | 2.3
27 | Cc1cc(-c2nc(C)c(C(=O)NN)s2)no1 | -2.0 | -7.7%[57.1 µM] | -5.0%[57.1 µM] | 0.4 | -5.8% | -1.7% | 10.2% | 0.0 | 2.0
28 | COc1ccc(S(=O)(=O)NCCc2cn3nc(C)c(C)nc3n2)cc1F | -0.9 | 122.9%[activator] | -0.2% | -0.2 | -25.5% | -3.1% | -4.3% | 1.0 | 3.9
29 | COc1ccc(-c2noc(C3CCCN(C(=O)c4c(F)cccc4F)C3)n2)cc1OC (configuration not stated) | -1.4 | -7.2% | -5.2% | -0.5 | -8.1% | 6.5% | -1.0% | 0.5 | -10.8
30 | COc1cc(C2C(C(=O)OC(C)C)=C(C)N=C3SCCC(=O)N32)ccc1OCc1ccccc1 (configuration not stated) | . | -11.7% | -11.3% | 1.8 | -23.4% | 22.6% | -5.0% | 0.8 | -11.6
31 | N#C/C(C(=O)N1CCOCC1)=c1\s/c(=C/c2ccncc2)c(=O)n1-c1ccccc1 | -5.6 | . | . | 0.5 | . | . | . | 0.3 | -9.9
32 | CSc1ccc(C2=CC(=O)C[C@H](c3ccc4c(c3)OCO4)C2)cc1 | 2.4 | -4.0%[57.1 µM] | 7.2%[57.1 µM] | 0.3 | -22.3% | -5.2% | 20.1% | -0.8 | 0.3
33 | COc1ccc(NC(=O)c2nc[nH]c2C(=O)N[C@H](C)c2ccccc2)cc1 | 9.1 | 3.5%[57.1 µM] | 14.8%[57.1 µM] | 0.9 | 15.7% | ? | 1.3% | 0.0 | 3.4
34 | CCCCN(C(=O)CSc1nnc(-c2ccc(OC)cc2)n1CC)c1c(N)n(Cc2ccccc2)c(=O)[nH]c1=O | -0.2 | -4.2% | 4.9%[57.1 µM] | 0.0 | 3.7% | 11.3% | -8.9% | -0.4 | -3.1
35 | C=CCC(O)(CCN1CCCCC1)c1ccccc1 (configuration not stated) | -2.3 | 10.4%[57.1 µM] | 5.0%[57.1 µM] | -0.1 | 5.4% | -0.6% | 6.5% | -1.1 | 3.9
36 | CCOC(=O)c1c(NC(=O)CSc2nnc3c(Cl)cc(Cl)cn23)sc2c1CCC2 | -5.7 | -1.7% | -16.5% | -0.5 | -20.7% | 35.3%[activator] | 2.6% | -0.7 | 6.3
37 | COc1ccc(/C=C/c2nc(C)c(-c3ccccc3)c(=O)[nH]2)cc1OC | 2.7 | -2.6% | 12.5% | 0.6 | -11.0% | -7.2% | -15.7% | 0.8 | -8.3
38 | CCN=c1scc(-c2ccccc2)n1/N=C/c1ccccn1 | 1.6 | -13.1% | -6.4% | -1.1 | -16.2% | -9.8% | 6.8% | -1.0 | -17.6
39 | Cc1ccccc1OCC(=O)NNC(=O)c1ccc(-n2cncn2)c([N+](=O)[O-])c1 | -12.4 | -2.2% | -2.6% | 1.0 | -8.9% | -14.1% | 3.6% | 0.2 | -0.8
40 | O=C(CN1C(=O)NC2(CCCCC2)C1=O)Nc1cc(C(F)(F)F)ccc1N1CCCC1 | -13.2 | -5.8% | 0.5% | 0.2 | -4.3% | 1.1% | -1.7% | 1.0 | -2.9
41 | COc1ccccc1N(C)S(=O)(=O)c1ccc(C(=O)OCC(=O)N2CCCCCC2)cc1 | -11.4 | 2.2% | 15.9%[57.1 µM] | -0.3 | -4.4% | -2.8% | 2.1% | 8.7 | 2.6
42 | O=C(OCc1ccccc1C(F)(F)F)c1ccc(Br)c(S(=O)(=O)N2CCOCC2)c1 | . | -1.1% | 19.3% | . | -10.5% | -0.7% | -4.0% | . | .
43 | CN1CCc2c(sc3nc(SCC(=O)N4CCOCC4)nc(N)c23)C1 | 14.0 | 130.1%[activator] | -21.2% | 0.7 | -15.3% | 4.6% | -0.3% | -0.4 | 3.5
44 | Cc1ccc(-n2nnnc2SCn2nnc3ccccc3c2=O)c(C)c1 | 22.3 | -12.2% | 8.5% | 0.0 | 0.6% | -1.2% | 5.0% | 0.3 | 2.8

Three entries out of the list above, arranged by the number in TrxR1 inh, lowest first.
| nr | mol | TrxR1 inh |
| --- | --- | --- |
| 44 | Cc1ccc(-n2nnnc2SCn2nnc3ccccc3c2=O)c(C)c1 | 8.5% |
| 37 | COc1ccc(/C=C/c2nc(C)c(-c3ccccc3)c(=O)[nH]2)cc1OC | 12.5% |
| 42 | O=C(OCc1ccccc1C(F)(F)F)c1ccc(Br)c(S(=O)(=O)N2CCOCC2)c1 | 19.3% |

Screening results as filed in PubChem BioAssay.
